HT1080 IDH1KD tx – qHTS for induction of synthetic lethality in tumor cells producing 2HG: qHTS for the HT-1080-IDH1KD cell line | 360,000 compounds, 2% hits | Potency, µM (highest dose often 46.1 µM), for the others: at the highest dose activity, negative = toxicity, actives largely listed as cytotoxic | HT-1080 IDH1 knockdown viability, ATP luminescence, 48 h;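 further: 0% = DMSO wells and -100% = cell-free medium wells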
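CellTiter-Glo luminescence after 48 h compound exposure at 37 degrees C of IDH1-knockdown HT-1080 cells in 5% FBS RPMI. %Activity scaled between DMSO wells and cell-free media wells, with curves fitted and assigned curve classes.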
TDP-43 yeast inh – qHTS of TDP-43 Inhibitors; Potency, µM (highest dose often 46.1 µM), for the others: at the top dose growth rescue (activation), most hits filed as activators; TDP-43 expressing yeast growth rescue, BacTiter-Glo, 24 h; 410,000 compounds, 1.8% hits; further: % of control where 0% means no effect; nearly all actives have a fitted effect of over 50% in size
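Cell-based yeast growth screen: TDP-43 expression induced in galactose, inoculum OD600=0.02 after raffinose pregrowth to mid-log. Read-out BacTiter-Glo luminescence at 24 hr, 30 deg C; inhibition of toxicity seen as signal increase.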
GLP1R inv ag – qHTS of GLP-1 Receptor Inverse Agonists (Inhibition Mode) | HEK293 GLP-1R CRE-luciferase, luminescence, 24 h; GLP-1R form is constitutively active | Potency, µM (top dose mostly 38.3 µM), for inactives: top-dose activity change, negative = inhibition, hits mostly inhibitors | AID 624417, 2012 | Glucagon-like peptide 1 receptor (Homo sapiens), P43220 | 410,000 compounds, 1.6% hits; further: on the % scale 0 is the no-effect control and ±100 the full control effect; nearly all actives have a fitted effect of over 55% in size
Target sequence (P43220 whole entry, looked up): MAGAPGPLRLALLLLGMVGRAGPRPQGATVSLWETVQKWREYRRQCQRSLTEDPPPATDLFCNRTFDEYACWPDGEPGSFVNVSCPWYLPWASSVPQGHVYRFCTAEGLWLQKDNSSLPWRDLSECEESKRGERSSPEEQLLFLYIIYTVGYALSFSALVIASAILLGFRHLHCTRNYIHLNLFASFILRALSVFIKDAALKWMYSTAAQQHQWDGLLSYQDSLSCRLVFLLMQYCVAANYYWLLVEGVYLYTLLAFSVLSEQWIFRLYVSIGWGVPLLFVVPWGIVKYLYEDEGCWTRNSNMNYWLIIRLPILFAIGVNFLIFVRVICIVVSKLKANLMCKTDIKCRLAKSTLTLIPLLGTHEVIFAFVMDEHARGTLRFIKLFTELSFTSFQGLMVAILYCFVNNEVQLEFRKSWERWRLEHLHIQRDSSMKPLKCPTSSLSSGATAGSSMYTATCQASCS
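Inverse agonists were sought by their lowering of basal cAMP reporter luciferase output in HEK293 cells stably carrying constitutively active human GLP-1R, after 24 h compound treatment.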
GLP1R cytotox – qHTS of GLP-1 Receptor Inverse Agonists: Cytotox Screen; HEK293 cAMP-luciferase reporter cells, luminescence, 24 h; Potency, µM (top dose mostly 38.3 µM), for the others: top-dose activity change, negative = inhibition, actives largely listed as inhibitors; 410,000 compounds, 0.13% hits; AID 624418, 2012;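 further: loss of luciferase light is scored as toxicity; on the % scale 0 is the no-effect control and ±100 the full control effect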
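Compound-treated cells are incubated 24 hr at 37 deg C under 5% CO2 after a 12 hour attachment period, then luciferase detection reagent is added and luminescence is measured following 12 min at room temperature; lowered signal indicates toxicity.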
GLP1R ag – qHTS of GLP-1 Receptor Agonists; Potency, µM (doses to about 45.6 µM), for inactives: top-dose activation, actives largely listed as activators; 380,000 compounds, 0.007% hits; HEK293 GLP-1R CRE-luciferase, luminescence, 4-6 h; cells express a hypersensitive GLP-1R form; further: % of control where 0% means no effect
KB-V1 MDR tox – qHTS assay for MDR1-selective chemotherapeutics: Primary screen using the drug-selected MDR subline cells KB-V1 | KB-V1 MDR cells viability, CellTiter-Glo, 72 h | Potency, µM (series often up to 46.1 µM), for the others: at the highest dose activity change, negative = cytotoxicity, usual class: cytotoxic | 400,000 compounds, 3.4% hits | AID 1347076, 2019; further: on the % scale 0 is the no-effect control and ±100 the full control effect; nearly all actives have a fitted effect of over 60% in size
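Compound-treated KB-V1 multidrug-resistant cells, 72 h, 37 degrees C; viability by CellTiter-Glo. Fitted qHTS curves give the values.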
SW480 rerep – A quantitative high throughput screen for small molecules that induce DNA re-replication in SW480 colon adenocarcinoma cells; SW480 DNA re-replication, Hoechst DNA content imaging, 48 h; Potency, µM (top dose mostly 46.1 µM), for the others: top-dose re-replication activation, most hits filed as activators; 340,000 compounds, 1.8% hits; AID 624297, 2012; further: % of control where 0% means no effect; nearly all actives have a fitted effect of over 55% in size
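Compounds, transferred as 23 nL by pin tool, were incubated with cells for 48 hr; DNA content per nucleus was then quantified by Hoechst staining and fluorescence plate imaging.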
HT1080-NT tox – qHTS for induction of synthetic lethality in tumor cells producing 2HG: qHTS for the HT-1080-NT fibrosarcoma cell line. HT-1080-NT fibrosarcoma viability, CellTiter-Glo ATP luminescence, 48 h. Potency, µM (highest dose often 46.1 µM), for inactives: at the top dose activity, negative = less viability, most hits filed as cytotoxic. 360,000 compounds, 1.6% hits. AID 686970, 2013;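 further: NT is the 2HG producing partner of a matched IDH1 knockdown line; 0% = DMSO-treated cells and -100% = media-only wells without cells; nearly all actives have a fitted effect of over 55% in size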
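Luminescent CellTiter-Glo readout after 48 hours of compound exposure at 37 degrees C defined viability of HT-1080-NT cells. Activity was normalized to DMSO wells and cell-free media wells; concentration-response curves were fitted and assigned curve classes.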
KB-3-1 cytotox – qHTS assay for MDR1-selective chemotherapeutics: Primary screen using the parental adenocarcinoma cell KB-3-1. KB-3-1 viability, CellTiter-Glo ATP luminescence, 72 h. Potency, µM (series often up to 46.1 µM), without a hit: at the highest dose activity change, negative = cytotoxic, actives largely listed as cytotoxic. 400,000 compounds, 1.4% hits. AID 1347075, 2019; further: on the % scale 0 is the no-effect control and ±100 the full control effect; nearly all actives have a fitted effect of over 60% in size
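72 h, 37 °C compound treatment of KB-3-1 parental cells; CellTiter-Glo added, 10 min, luminescence read. Data corrected against DMSO-only plates and normalized before curve fitting.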
Numbers without * were called inactive; ? = inconclusive; / = not tested or not shown; & = joins results of further samples; [ ] = dose if it differs, or a comment. The call rests on the fitted dose curve; in most records, active means well fitted curve in the direction sought with a large enough effect; inconclusive means small, poorly fitted or top-dose-only effect, or another doubt; inactive means no such curve, though single readings can be large; an effect the other way counts as inactive or inconclusive. Potency means the concentration at half of the fitted maximal effect. An unsorted share of the library. About 9.4% of those tested had a hit in this group.

Below each SMILES – HT1080 IDH1KD tx	TDP-43 yeast inh	GLP1R inv ag	GLP1R cytotox	GLP1R ag	KB-V1 MDR tox	SW480 rerep	HT1080-NT tox	KB-3-1 cytotox
#1 CC1Cc2cc(S(=O)(=O)N3CCN(C)CC3)ccc2N1C(=O)C1CC1 (configuration not stated)
    -5.0%	-22.3%	39.1%[activator]	0.8%	-1.7%	1.7%	-1.7%	3.0%	-7.0%
#2 C[C@@]12C(=O)Nc3ccc(Cl)cc3C(=O)N1[C@H]1c3cc(Cl)ccc3OC[C@@H]1[C@@H]2c1ccccc1
    -28.3%	8.3%	?	13.9%	-0.1%	-6.4%	?	-25.9%	0.0%
#3 CCCNC(=O)C1(C)CCCN(C(=O)c2ccc(OC)cc2OC)C1 (configuration not stated)
    5.5%	9.0%	33.3%[activator]	3.7%	-6.6%	6.2%	/	?	0.0%
#4 Cc1ccc(CN2CCN(CC(=O)NCCCN3CCN(c4ccc(F)cc4)CC3)C2=O)cc1
    ?	-6.1%	-2.7%	-2.6%	-10.8%	0.0%	-2.6%	-6.2%	16.4µM*
#5 COc1ccc(CCC(=O)Nc2ccc(N3CCOCC3)c(S(=O)(=O)Nc3ccc(OC)cc3)c2)cc1
    -7.2%	-4.1%	-29.2%	-9.9%	2.3%	5.1%	-2.5%	-14.5%	0.1%
#6 COc1ccc(CNC(=O)c2ccc(S(=O)(=O)N3CC(C)CC(C)C3)cc2)cc1OC (configuration not stated)
    -7.7%	-6.6%	?	-12.3%	3.8%	7.31µM*	8.9%	-3.5%	-4.9%
#7 CCc1ccc2oc(C(=O)NCCc3ccc(S(N)(=O)=O)cc3)cc(=O)c2c1
    -21.8%	-6.4%	1.7%	-8.8%	16.8%	?	8.2%	?	13.6%
#8 COc1ccc(NC(=O)Nc2cccc3c2O[C@@H](CN(C)CC2CCCCC2)[C@@H](C)CN([C@H](C)CO)C3=O)cc1
    -1.6%	-8.3%	9.4%	9.4%	2.7%	0.0%	20.6%	-15.5%	?
#9 Cc1ccc(C(=O)Nc2c(C(=O)N3CCOCC3)cnn2-c2ccccc2)cc1
    -3.3%	-7.1%	0.2%	7.2%	1.5%	-6.3%	-2.2%	0.2%	0.2%
#10 CC1CCCCC1NC(=O)CSc1ncnc2sccc12 (configuration not stated)
    17.0%	?	4.6%	-12.4%	7.8%	?	/	10.4%	1.7%
#11 Cc1csc(OCC(=O)Nc2ccc(C)c(C)c2)n1
    -7.5%	3.6%	-5.9%	8.2%	5.0%	15.3%	-1.2%	10.2%	1.3%
#12 N#CC(C(=O)OCc1ccccc1)c1nc2ccccc2nc1N1CCOCC1 (configuration not stated)
    -0.8%	?	11.9%	19.7%	3.4%	-11.3%	7.5%	2.7%	-1.0%
#13 Cc1cccc(C)c1N(CC(=O)Nc1cc(Cl)ccc1Oc1ccccc1)S(C)(=O)=O
    -10.5%	22.8%	4.47µM*	-16.1%	-3.6%	0.0%	-3.3%	-2.5%	0.0%
#14 COC(Cn1cc(C)c(=O)[nH]c1=O)OC
    7.9%	-1.5%	-0.5%[0.307 µM]	2.8%[0.307 µM]	-13.9%	20.7%	-1.6%	20.8%	-7.5%
#15 NC(=O)N1c2ccccc2CC(=O)c2ccccc21
    1.9%	0.0%	9.8%	-14.4%	0.0%&2.4%	-28.3%	?	-3.0%	0.0%
#16 C#CCOc1c(Br)cc(/C=N\NC(=O)CN2CCOCC2)cc1OCC
    4.1%	16.2%	3.7%	-22.3%	-20.1%	12.3%	-15.8%	6.3%	13.0%
#17 COc1ccc(NC(=O)c2ccco2)cc1NC(=O)c1cccc(OC(C)C)c1
    -8.3%	12.6µM*	?	-28.4%	1.9%	?	-2.1%	-14.7%	-5.2%
#18 CC1CN(C(=O)CCC(=O)NCc2ccc(F)cc2)c2cc(Cl)ccc2O1 (configuration not stated)
    /	-20.1%	2.3%	3.4%	/	0.9%	/	/	-4.4%
#19 CC(=O)c1ccc(NC(=O)NCCc2c[nH]c3ccccc23)cc1
    /	3.2%	-28.1%	-13.1%	/	-3.1%	/	/	0.8%
#20 O=C(COC(=O)CSc1ccc(Br)cc1)NCc1ccco1
    -0.8%	-0.8%	32.4%	17.6%	-5.0%	?	-2.1%	6.8%	8.9%
#21 Cc1ccc(-c2nc(NCC3CCCO3)sc2C)cc1 (configuration not stated)
    -0.2%	16.1%	-20.9%	-3.4%	-0.3%	-6.0%	-12.7%	-8.5%	?
#22 COc1cccc(N2CN(C3CCCCC3)CNC2=S)c1
    0.6%	-17.1%	8.6%	17.7%	0.4%	5.0%	?	5.8%	?
#23 CC(C)NC(=O)C1CC(=O)N(CCc2ccc(F)cc2)C1 (configuration not stated)
    -0.3%	-4.2%	5.0%	-2.4%	1.0%	0.4%	/	-0.4%	6.3%
#24 Cc1cc(C(=O)OCC(N)=O)c(C)n1-c1ccccc1
    -5.3%	20.6%	12.0%	4.4%	10.4%	-6.1%	-5.9%	-7.1%	?
#25 O=C(Nc1ccc(N2CCN(C(=O)c3cccs3)CC2)cc1)c1cccc(F)c1
    ?	2.3%	?	-26.0%	13.7%	?	?	-28.8%	18.4µM*
#26 Cn1c(N)c(C(=O)COC(=O)c2cc(S(=O)(=O)N3CCCCC3)ccc2Cl)c(=O)n(C)c1=O
    8.8%	23.7%	12.8%	-7.5%	18.4%	?	-11.3%	-3.5%	7.5%
#27 O=C(COC(=O)/C=C/c1ccccc1Cl)NC(=O)Cc1ccccc1
    -0.8%	12.7%	18.2%	13.2%	1.6%	5.6%	-5.2%	11.8%	-3.9%
#28 CCCOc1cccc(OCCSc2nc(C)cc(=O)[nH]2)c1
    -28.6%	-11.6%	0.0%	-18.8%	12.4%	?	0.9%	3.1%	-14.1%
#29 O=C(CSC1=NCCN1)NC(c1ccccc1)c1ccccc1
    ?	2.0%	3.2%[0.307 µM]	-0.3%[0.307 µM]	-18.2%	2.5%	?	?	-13.6%
#30 Cc1nnc2c3ccccc3nc(Nc3ccc(F)cc3Cl)n12
    /	12.2%	7.9%	0.3%	/	14.1%	/	/	1.9%
#31 CC(=O)c1ccc(OC(=O)COc2ccccc2)cc1
    -0.3%	-11.9%	13.4%	-12.2%	-0.4%	?	?	0.5%	7.5%
#32 CCN(CC)Cc1cc(C(=O)O)c(-c2ccccc2)o1
    4.0%	1.2%	1.5%	-3.1%	-2.2%	3.8%	-3.2%	0.2%	12.3%
#33 CCC(Sc1nc2ccccc2[nH]1)C(=O)Nc1cc(C)on1 (configuration not stated)
    1.4%	0.5%	-21.6%	-13.8%	-8.7%	-10.9%	-3.9%	0.7%	-0.4%
#34 O=C(Cc1ccc(Cl)cc1)OCc1nnc(-c2ccccc2)o1
    1.6%	27.6%	11.5%	2.1%	-3.0%	8.7%	1.9%	2.8%	-4.5%
#35 COc1ccc(NS(=O)(=O)c2ccc(N3CCOCC3)c(NC(=O)c3cccc(F)c3)c2)cc1
    ?	18.1%	-13.3%	-31.2%	0.3%	-25.1%	?	-4.9%	?
#36 COc1ccc(CN2CCN(C(=O)CCC(=O)Nc3nnc(CC(C)C)s3)CC2)cc1F
    0.0%	5.9%	14.5%	4.9%	2.2%	-1.3%	-20.2%	-4.9%	-5.3%
#37 O=C(COC(=O)c1ccccn1)NCc1cccc(Cl)c1
    3.9%	-18.3%	-11.6%	-8.7%	4.8%	?	-7.5%	3.2%	-0.2%
#38 COc1ccccc1NC(=O)C(=O)NCC(c1ccc2c(c1)OCO2)N1CCOCC1 (configuration not stated)
    /	17.9%	6.6%	-6.2%	/	26.2%	/	/	-0.2%
#39 CCOC(=O)C1=C(C)OC(=Cc2ccc(OC)cc2)C1=O
    10.5%	23.7%	-0.6%	-0.4%	-0.8%	-8.2%	/	2.1%	-9.6%
#40 CC(C)(C)c1ccc(C2(C)NC(=O)N(CC(=O)NCc3cccs3)C2=O)cc1 (configuration not stated)
    2.2%	14.9%	?	0.8%	-1.1%	0.0%	?	1.0%	-1.1%
#41 CCCc1cc(C(=O)Nc2ccc(F)cc2F)no1
    8.0%	0.0%	2.7%	-0.6%	0.1%	-0.3%	-13.7%	-1.1%	5.9%
#42 COc1ccc2[nH]cc(CCNC(=O)Nc3c(C)cccc3C)c2c1
    /	16.5%	-17.7%	-3.2%	/	-5.2%	/	/	3.6%
#43 O=C(Cn1c(=O)oc2cc(S(=O)(=O)N3CCCCCC3)ccc21)Nc1cccc(C(F)(F)F)c1
    /	-3.6%	-8.2%	-3.8%	/	0.7%	/	/	-8.7%
#44 COc1ccc([N+](=O)[O-])cc1NC(=O)C(C)OC(=O)c1cccnc1Cl (configuration not stated)
    2.5%	10.5%	11.7%	-28.3%	?	9.3%	2.1%	0.1%	3.9%

Screens as filed in PubChem BioAssay.
